Bioassay records from PubChem.
Bcl-xL primary – inhibitors of human Bcl-xL; AID 2129; Q07817; hit rate 0.7% among 320,000; inhibition, % at 10.9 µM; GST-Bcl-xL / FITC-Bim BH3 peptide fluorescence polarization;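 active = inhibition above the mean of all tested compounds plus 3 SD, cutoff set per campaign, cut at about 30% in these data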;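 note: 0% = DMSO wells and 100% = unlabeled Bim-BH3 peptide competitor; inhibitors lower millipolarization by displacing the labeled peptide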
GLD-1 TGE inh – GLD-1-TGE RNA interaction inhibition (C. elegans) | purified GLD-1 + fluorescein TGE RNA, fluorescence polarization | inhibition, % at 5.96 µM | hit rate 0.44% among 320,000;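 active = percent inhibition above a per-plate cutoff, the plate mean of test compounds plus 3 SD, cut at about 30% in these data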;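 note: 0% = DMSO wells with GLD-1 and probe and 100% = wells lacking GLD-1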
VLA-4 inh – inhibition in a human VLA-4 binding assay. hit rate 0.2% among 330,000. inhibition, % (about 7 µM as worked out from the volumes in the protocol). P13612. VLA-4 expressing cells, ligand binding flow cytometry; in the data active = inhibition above about 50%
CR mimetic SO – caloric restriction mimetics inhibiting age-related superoxide in yeast; S. cerevisiae aged cells, superoxide DHE fluorescence; stronger effect = lower value; superoxide response (% of plate mean), % at 10 µM; hit rate 0.18% among 330,000;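 active = superoxide response under a set limit, about three screen SD below normal, cut at about 65% in these data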;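 note: yeast aged for seven days with compound at 30 °C before DHE staining; 100% = average MFI of all compound-treated wells on the plate with controls excluded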
MCL1-BIM inh – disrupts human MCL1 binding to BIM-BH3 peptide; Q07820; GST-MCL1 / FITC-Bim-BH3 fluorescence polarization; inhibition, % at 10.9 µM; hit rate 0.68% among 320,000; AID 2057;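 active = inhibition above the mean inhibition of all tested compounds plus 3 SD, set per campaign, cut at about 40% in these data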;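 note: 0% = DMSO wells and 100% = unlabeled Bim-BH3 peptide control; higher means more loss of mP so more displacement of Bim peptide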
Target sequence (Q07820 whole entry, looked up): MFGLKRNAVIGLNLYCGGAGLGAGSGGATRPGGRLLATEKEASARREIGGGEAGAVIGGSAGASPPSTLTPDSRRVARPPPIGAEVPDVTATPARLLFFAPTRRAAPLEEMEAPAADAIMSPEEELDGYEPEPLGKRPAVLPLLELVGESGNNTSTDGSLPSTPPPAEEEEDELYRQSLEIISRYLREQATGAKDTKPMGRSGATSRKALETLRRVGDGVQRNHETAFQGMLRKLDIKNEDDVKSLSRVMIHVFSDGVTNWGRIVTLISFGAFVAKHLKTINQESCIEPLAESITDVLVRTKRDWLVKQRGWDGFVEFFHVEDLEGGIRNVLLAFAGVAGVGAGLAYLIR
MEX-5 binding – C. elegans MEX-5 TCR-2 RNA binding activity | Q9XUB2 | MEX-5/FITC-TCR2 RNA binding, fluorescence polarization; stronger effect = lower value | activity score (negative = inhibition of binding), % at 10 µM | hit rate 0.38% among 300,000;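 active = inhibition past about -25% in most replicates, and total fluorescence under double the plate's negative control median, limit read from the data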;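 note: 0% = DMSO and -100% = 5 µM competing unlabeled TCR2 RNA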
AGP1-GFP MLPCN – alters AGP1-GFP fluorescence in TOR pathway yeast screen. S. cerevisiae AGP1-GFP multiplex flow cytometry, 3 h; GFP as percent of DMSO wells. GFP response vs DMSO, % at 10 µM. hit rate 0.02% among 320,000. AID 2066;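 active = GFP response relative to DMSO above a set limit, near screen average plus 3 SD, cut at about 150% in these data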;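 note: median GFP channel fluorescence of the gated AGP1 strain per well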
GRK2 inh – blocks RNA aptamer binding to human GRK2; bead flow cytometry, FAM-aptamer displacement from GRK2; inhibition of aptamer binding, % at 10 µM; hit rate 0.59% among 330,000; AID 488847;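 active = inhibition of aptamer binding above 40%, roughly 3 SD of noise, on plates passing a quality check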;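 note: median bead fluorescence of bound FAM aptamer so fluorescent compounds give negative values; no value below 0 was filed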
Target sequence (P25098 whole entry, looked up): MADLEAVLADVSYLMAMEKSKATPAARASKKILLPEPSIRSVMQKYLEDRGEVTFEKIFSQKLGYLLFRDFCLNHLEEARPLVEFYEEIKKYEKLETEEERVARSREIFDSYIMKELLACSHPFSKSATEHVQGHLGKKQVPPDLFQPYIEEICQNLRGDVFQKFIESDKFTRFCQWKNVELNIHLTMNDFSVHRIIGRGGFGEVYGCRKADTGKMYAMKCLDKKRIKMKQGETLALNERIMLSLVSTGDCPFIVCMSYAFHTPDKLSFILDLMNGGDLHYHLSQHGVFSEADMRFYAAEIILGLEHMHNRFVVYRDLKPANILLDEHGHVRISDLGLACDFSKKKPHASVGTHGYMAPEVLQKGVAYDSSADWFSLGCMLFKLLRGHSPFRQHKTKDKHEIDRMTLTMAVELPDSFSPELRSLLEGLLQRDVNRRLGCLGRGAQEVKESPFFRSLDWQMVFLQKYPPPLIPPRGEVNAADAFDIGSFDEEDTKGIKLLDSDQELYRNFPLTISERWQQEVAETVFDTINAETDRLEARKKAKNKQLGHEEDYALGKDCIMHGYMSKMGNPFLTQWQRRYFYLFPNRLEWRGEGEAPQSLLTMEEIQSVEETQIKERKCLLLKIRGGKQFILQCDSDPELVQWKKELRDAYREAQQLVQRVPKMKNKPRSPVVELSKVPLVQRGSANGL
CIT2-GFP yeast – alters CIT2-GFP fluorescence in TOR pathway yeast screen; AID 2029; GFP response vs DMSO, % at 10 µM; hit rate 0.065% among 320,000; S. cerevisiae CIT2-GFP strain, flow cytometry, 3 h; 100 means same as DMSO wells;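 active = GFP response relative to DMSO above a set limit, near the screen mean plus 3 SD, cut at about 150% in these data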;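 note: ratio of well median GFP fluorescence to mean of DMSO wells on the plate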
Numbers without * were called inactive; . = no result given. Not a hit list; any-hit rate near 2.1%.

SMILES	Bcl-xL primary	GLD-1 TGE inh	VLA-4 inh	CR mimetic SO	MCL1-BIM inh	MEX-5 binding	AGP1-GFP MLPCN	GRK2 inh	CIT2-GFP yeast
CC(=O)N/C(=N/c1nc(C)cc(C)n1)Nc1cc(C)cc(C)c1	-1	3	-9	80	-4	0.7	105	0	103
COc1cc2c(cc1CN1CCN(C(=O)c3cc(OC)c(OC)c(OC)c3)CC1)OCO2	4	7	8	108	0	0.1	99	2	109
COC(=O)[C@]1(C)N[C@H](CN(C)C(=O)Nc2ccccc2)[C@@H]2C(=O)N(Cc3ccccc3)C(=O)[C@@H]21	.	-1	19	99	.	.	84	1	87
COc1ccc(Cl)cc1NC(=S)NNC(=O)c1cccnc1	7	-1	16	98	1	-0.8	103	3	87
C=CCn1c(C)cc(/C([O-])=C(/C(=S)Nc2ccc(OC(F)F)cc2)[n+]2ccc(N(C)C)cc2)c1C	9	-3	2	90	16	-2.4	98	0	95
CN1CCN(C(=O)/C(=C/c2cccs2)NC(=O)c2cccs2)CC1	7	-3	19	98	6	-1.8	90	1	100
Cn1cc(/C=C/C(=O)N2CCCC(C(=O)c3ccc(C(F)(F)F)cc3)C2)cn1 (stereo not given)	4	2	0	84	8	-0.1	98	0	107
COc1ccc(CC(=O)N2CCC3(CC2)NCCc2[nH]cnc23)cc1	0	-10	7	134	-3	2.5	90	2	89
COc1ccc2c(c1)O[C@@]1(CCCC[C@@H]1C)CC2=O	4	3	4	95	-6	-1.4	88	0	98
CC1(C)OC(=O)C(=Cc2ccc(-c3ccc(Cl)c(C(=O)O)c3)o2)C(=O)O1	3	-5	1	109	1	-0.3	82	24	90
COC(=O)c1ccc(C(=O)OC)c(NC(=O)COC(=O)CCOc2ccc(C)cc2)c1	-2	5	-5	113	-8	0.1	99	4	89
Cn1cccc1Cc1nnc(SCC(=O)Nc2ccccc2F)n1-c1ccc(F)cc1	1	-3	34	97	8	-1.6	105	6	98
O=C(OCc1nc2ccc(Cl)cc2n1CCO)c1ccccc1C(=O)c1ccccc1	8	9	-17	114	7	1.0	103	1	101
CCN(CC)Cc1c(C(=O)N/N=C/c2ccco2)nnn1-c1nonc1N	.	.	-3	114	.	.	98	2	95
CC(=O)NNc1ncnc2ccccc12	2	6	-10	95	3	-9.3	99	0	97
O=C(Nc1ccccc1OC(F)F)c1ccc(F)cc1	1	6	8	84	3	-2.8	101	0	105
Cc1ccccc1C(=O)N1CCC(C(=O)NCc2ccc(Cl)cc2)CC1	2	12	-2	104	7	0.1	101	0	93
COc1ccc(CCC(=O)NCCc2ccc(OC)c(OC)c2)cc1	-2	-3	-6	97	-4	2.1	110	0	109
CCOC(=O)Cn1nc(C)c(NC(=O)COc2ccc([N+](=O)[O-])c(C)c2)c1C	5	4	3	94	0	3.3	107	0	104
CCCOc1ccccc1C1CC(=O)Nc2cc3c(cc21)OCO3 (stereo not given)	-2	7	3	89	-1	3.1	104	3	91
CCN1CCN(CCCNC(=O)c2cc3c(s2)-c2ccccc2OC3)CC1	4	-2	21	86	3	-0.3	97	0	97
Cc1ccc2oc(-c3ccccc3)nc2c1	-1	3	94*	99	-3	2.6	108	0	111
CCN1C(=S)N[C@@H](CCc2ccccc2)[C@H](C(=O)OC)[C@H]1C	4	1	34	92	5	-1.6	76	0	66
COCCNC(=O)C1CC(c2cccc(OC)c2)=NO1 (stereo not given)	4	2	3	92	6	-1.6	90	4	99
CCOC(=O)c1ccc(NC(=O)COc2coc(CN3CCc4ccccc43)cc2=O)cc1	-2	7	-1	105	-4	-1.5	101	0	102
COc1ccc(C(=O)NCc2nnc(SCC(=O)NC3CCCCC3)n2C)cc1	-10	4	7	94	-18	4.2	102	0	101
Cc1ccc(NC(=O)c2ccc(OC(=O)COc3ccc(Cl)c(C)c3)cc2)cc1	-4	3	14	103	-4	0.9	97	1	96
CC1CN(CC(=O)Nc2ccccc2Sc2ccccc2)CC(C)O1 (stereo not given)	1	1	.	83	16	1.8	102	0	85
Cc1ccc(N2CC(C(=O)Nc3ccc(S(=O)(=O)NCC4CCCO4)cc3)CC2=O)cc1 (stereo not given)	7	5	3	100	4	-3.0	100	2	102
CCOc1cc(CN2CCN(c3cccc(C(F)(F)F)c3)CC2)ccc1O	6	-1	-3	98	-4	-1.1	96	0	125
Cc1cccc(-n2nc3c(c2NC(=O)c2cc4ccccc4o2)CS(=O)(=O)C3)c1	1	2	-7	106	-2	-1.5	95	1	109
COc1cc(OC)c(C2=NOC(C(=O)NCc3ccc4c(c3)OCO4)C2)cc1Cl (stereo not given)	6	6	4	107	2	0.9	87	2	.
COc1cccc(C2=NOC(C(=O)Nc3cc(C)on3)C2)c1OC (stereo not given)	4	2	2	94	6	1.4	97	1	103
CC(C)OC(=O)CSc1nc2ccccc2s1	2	-1	6	91	2	.	103	0	90
CC1(C)C(=O)Nc2ccccc2N1C(=O)COc1cc(Cl)ccc1Cl	0	4	-2	96	-1	.	107	0	101
O=C(c1cccs1)N1CCCC(c2nc3c(nnn3Cc3cccc(Cl)c3)c(=O)[nH]2)C1 (stereo not given)	2	2	-2	117	-1	0.1	101	4	100
N#CCC(=O)Nc1ccc(C(=O)OCC(=O)NC2CCCCCC2)cc1	3	1	7	109	1	.	96	0	95
Cc1[nH]n(C(N)=S)c(=O)c1N=Nc1ccc(S(=O)(=O)N2CCCC2)cc1	12	-7	8	179	9	-2.0	99	2	92
O=C(N/C(=C/c1ccc(Cl)cc1)C(=O)N1CCOCC1)c1ccccc1	7	1	0	93	10	-0.8	93	2	97
CN(C)/N=C/c1ccc(/C=N/NC(N)=S)o1	8	-3	-5	99	14	-13	108	3	111

As a working copy, 13 of the compounds above.
SMILES	Bcl-xL primary	GLD-1 TGE inh	VLA-4 inh	CR mimetic SO	MCL1-BIM inh	MEX-5 binding	AGP1-GFP MLPCN	GRK2 inh	CIT2-GFP yeast
Cc1ccc(NC(=O)c2ccc(OC(=O)COc3ccc(Cl)c(C)c3)cc2)cc1	-4	3	14	103	-4	0.9	97	1	96
CC1CN(CC(=O)Nc2ccccc2Sc2ccccc2)CC(C)O1 (stereo not given)	1	1	.	83	16	1.8	102	0	85
Cc1ccc(N2CC(C(=O)Nc3ccc(S(=O)(=O)NCC4CCCO4)cc3)CC2=O)cc1 (stereo not given)	7	5	3	100	4	-3.0	100	2	102
CCOc1cc(CN2CCN(c3cccc(C(F)(F)F)c3)CC2)ccc1O	6	-1	-3	98	-4	-1.1	96	0	125
Cc1cccc(-n2nc3c(c2NC(=O)c2cc4ccccc4o2)CS(=O)(=O)C3)c1	1	2	-7	106	-2	-1.5	95	1	109
COc1cc(OC)c(C2=NOC(C(=O)NCc3ccc4c(c3)OCO4)C2)cc1Cl (stereo not given)	6	6	4	107	2	0.9	87	2	.
COc1cccc(C2=NOC(C(=O)Nc3cc(C)on3)C2)c1OC (stereo not given)	4	2	2	94	6	1.4	97	1	103
CC(C)OC(=O)CSc1nc2ccccc2s1	2	-1	6	91	2	.	103	0	90
CC1(C)C(=O)Nc2ccccc2N1C(=O)COc1cc(Cl)ccc1Cl	0	4	-2	96	-1	.	107	0	101
O=C(c1cccs1)N1CCCC(c2nc3c(nnn3Cc3cccc(Cl)c3)c(=O)[nH]2)C1 (stereo not given)	2	2	-2	117	-1	0.1	101	4	100
N#CCC(=O)Nc1ccc(C(=O)OCC(=O)NC2CCCCCC2)cc1	3	1	7	109	1	.	96	0	95
Cc1[nH]n(C(N)=S)c(=O)c1N=Nc1ccc(S(=O)(=O)N2CCCC2)cc1	12	-7	8	179	9	-2.0	99	2	92
O=C(N/C(=C/c1ccc(Cl)cc1)C(=O)N1CCOCC1)c1ccccc1	7	1	0	93	10	-0.8	93	2	97

Next section:
SMILES	Bcl-xL primary	GLD-1 TGE inh	VLA-4 inh	CR mimetic SO	MCL1-BIM inh	MEX-5 binding	AGP1-GFP MLPCN	GRK2 inh	CIT2-GFP yeast
O=C(CNc1ccccc1)Nc1ccc(F)cc1	0	7	7	102	0	1.5	89	3	87
CCOC(=O)c1sc(NC(=O)C(CC)OC(=O)c2ccco2)nc1C (stereo not given)	5	8	4	96	8	1.0	101	0	101
COc1ccccc1C1C(C#N)=C(N)N(N(C)C)C2=C1C(=O)CC(C)(C)C2 (stereo not given)	6	-8	5	92	2	1.5	94	1	107
Cc1ccc(N(CC(=O)NC(C)(C)C)C(=O)CNC(=O)c2cccs2)cc1C	3	1	14	83	3	0.8	107	2	102
O=C(c1ccccc1F)N(Cc1cccs1)C1CCS(=O)(=O)C1 (stereo not given)	9	2	23	104	3	-0.2	103	3	96
CCOC(=O)c1cc(C)sc1/N=C/C1C(=O)CC(C)(C)CC1=O	5	6	25	101	8	1.9	93	0	88
O=C(NCc1ccccn1)c1c(-c2ccccc2)sc2ccccc12	.	2	15	101	.	.	93	2	79
Cc1occc1C(=O)NCc1ccccn1	15	12	18	109	19	-3.8	105	0	104
CN(C(=O)/C=C/c1ccccc1)C1CCS(=O)(=O)C1 (stereo not given)	0	7	-10	109	7	-2.4	102	0	104
CN1CCN(c2nc3ccccn3c(=O)c2C=C(C#N)C#N)CC1	14	6	1	93	15	1.0	97	2	106
Cc1[nH]n(-c2ccc([N+](=O)[O-])cc2)c(=O)c1C=NCCN1CCN(C(=O)c2ccccc2F)CC1	2	-4	13	110	7	0.6	93	0	88
COc1cc(NC(=O)COc2cccc(OC)c2)cc(OC)c1	5	1	15	93	-1	0.9	70	2	67
O=C(Nc1ccc(N2CCOCC2)cc1N1CCOCC1)c1cccc([N+](=O)[O-])c1	0	7	0	117	4	-1.8	99	5	104
CCN(CC)S(=O)(=O)c1ccc(N2CCOCC2)c(NC(=O)c2cccc3ccccc23)c1	8	3	14	93	6	-0.7	103	0	102
COc1ccc(NC(=O)C(CC(C)C)NC(=O)C2CCC(C)CC2)c(OC)c1 (stereo not given)	1	-2	-4	98	-4	-0.5	108	2	102
O=C(N[C@@H](Cc1c[nH]c2ccccc12)C(=O)O)C1CCN(S(=O)(=O)c2ccc(Cl)cc2)CC1	0	-4	2	98	-9	-0.8	107	2	105
O=C(NCC1OCCc2ccccc21)c1ccc(NC(=O)c2ccccc2Cl)cc1 (stereo not given)	-4	-4	22	112	-29	-1.5	97	47*	99
CCOc1ccc2[nH]c3c(NCCN(C)C)ncnc3c2c1	-1	1	-4	77	-8	5.0	107	0	106
O=C(NC(=S)NC1C2CC3CC(C2)CC1C3)c1ccccc1 (stereo not given)	-1	8	4	89	4	1.8	88	1	.
Cc1c(C(=O)NCCS(=O)(=O)N2CCN(c3ccccc3F)CC2)cccc1[N+](=O)[O-]	5	2	-5	90	3	-0.9	92	1	94
O=C(c1ccc(F)cc1)N1CCC2(CC1)NCCc1[nH]cnc12	6	0	21	91	0	-2.0	102	1	104
CCOC(=O)CNC(=O)c1cc(C)oc1C	18	17	2	82	21	.	96	2	99
C#CCNc1c2c(nc3ncnn13)CC(C)CC2 (stereo not given)	3	1	-13	96	0	-3.9	102	0	99
CCOC(=O)C1=C(C)N=C2c3ccccc3C(=O)C2C1c1ccc(C)cc1 (stereo not given)	5	9	-2	114	0	-0.5	98	0	93
CC(CN1C(C)CCCC1C)OC(=O)c1ccccc1F (stereo not given)	5	-5	1	108	-3	2.0	107	0	104
